# High-throughput results (PubChem BioAssay)
# TIM10 inh – inhibits growth of TIM10 yeast strain. AID 463195. inhibition, % at 10 µM. S. cerevisiae TIM10 strain growth, BacTiter-Glo luminescence, 24 h. 1.4% of 330,000 active;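 active means inhibition of 40% or more at the single tested concentration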;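 further: wild-type TIM10 isogenic control strain grown at permissive 25 °C; 0% = DMSO yeast wells and 100% = minimal medium wells without yeast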
# APJ agonist – agonists of human APJ apelin receptor; 0.11% of 330,000 active; activation, % at 20 µM; CHO-K1 APJ PathHunter beta-arrestin, luminescence; 0% DMSO wells, 100% apelin;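 active means activation more than six SD over the plate average, tested at 20 µM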;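 further: 0% = DMSO alone and 100% = apelin-13 at 10 nM; some results filed as inactive read as strong as hits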
# Target sequence (P35414 whole entry, looked up): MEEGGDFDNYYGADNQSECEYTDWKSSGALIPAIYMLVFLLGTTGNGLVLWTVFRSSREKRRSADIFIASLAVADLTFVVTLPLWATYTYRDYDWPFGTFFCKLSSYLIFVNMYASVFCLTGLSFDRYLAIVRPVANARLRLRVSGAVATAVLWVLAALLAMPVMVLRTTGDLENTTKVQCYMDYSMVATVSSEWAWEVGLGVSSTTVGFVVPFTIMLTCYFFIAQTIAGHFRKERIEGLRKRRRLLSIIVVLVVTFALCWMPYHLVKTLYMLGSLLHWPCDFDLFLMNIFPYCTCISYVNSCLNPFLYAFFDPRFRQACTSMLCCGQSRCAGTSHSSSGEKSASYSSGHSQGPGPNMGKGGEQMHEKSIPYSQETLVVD
#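 Material: engineered CHO-K1 APJ arrestin reporter cells; amount: 1000 CHO-K1 reporter cells seeded per well; incubation: compound stimulation 90 min at 25 °C, detection 60 min; signal: luminescent beta-gal fragment complementation, chemiluminescent substrate; read-out basis: APJ agonist activity; controls: DMSO-only wells as negative, 10 nM Apelin-13 as positive control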
# UPR CHOP act – apoptotic UPR (CHOP) activation; CHO-CHOP luciferase reporter, luminescence; percent of tunicamycin response over DMSO baseline; activation, % at 10 µM; 0.34% of 330,000 active;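 active means at 10 µM dose, activation of 40% or more, normalized to positive control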;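 further: 100% = tunicamycin at 10 µg/mL and 0% = DMSO alone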
#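 Evaluation: % reporter activation, DMSO baseline versus tunicamycin full activation; System: CHO-CHOP luciferase reporter cell line; Input: 500 cells/well; Incubation: 6 h compound treatment, 37 °C; Measured by: Steady-Glo luciferase luminescence; Dosing: one dose, 10 µM in 0.5% DMSO; Buffer or medium: F12 medium, 10% FBS; Benchmarks: positive tunicamycin 10 µg/mL, negative DMSO alone.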
# tim10-1 inh – growth inhibitors of tim10-1 mutant yeast. S. cerevisiae tim10-1 ts strain growth, BacTiter-Glo, 24 h. inhibition, % at 20 µM. 2.2% of 330,000 active. AID 463190;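 active means inhibition of at least 40%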;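 further: mutant grown at 25 °C; 0% = DMSO wells with yeast and 100% = wells holding no yeast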
# NLRP3 yeast inh – inhibitors of NALP3 inflammasome in yeast; 0.39% of 330,000 active; Yeast reconstituted NLRP3/ASC/caspase-1, beta-gal luminescence, 24 h; inhibition, % at 10 µM; AID 2825;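 active means inhibition of 50% or more; inactive means inhibition below 50%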;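 further: plate controls were induced DMSO wells for no effect and uninduced yeast grown without galactose for full effect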
# Mdm2 MdmX PPI – disrupts the human Mdm2-MdmX interaction; SaOS-2 split-luciferase Mdm2/MdmX complementation, luminescence; inhibition, % at 8 µM; 3% of 330,000 active; AID 485346;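 active means inhibition of at least 50% at 8 µM in the primary screen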
# XBP1 UPR activ – adaptive UPR (XBP1) activation; CHO-XBP1 luciferase reporter, IRE1-XBP1 UPR activation, luminescence; percent of tunicamycin response, DMSO as zero; activation, % at 20 µM; 0.33% of 330,000 active; AID 463104;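 active means versus positive control, 20 µM dose yields 30% or more activation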;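 further: 100% = tunicamycin at 10 µg/mL and 0% = DMSO only wells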
#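 incubation = overnight seeding at 37 °C, 6 h compound treatment at 37 °C | assay system = CHO-XBP1 cells stably carrying IRE1-XBP1-driven luciferase reporter | input = 1000 cells per well | detection = luciferase luminescence | dosing = single point, 20 µM final compound, 1% DMSO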
# NR3A LBD binder – modulators (binders) of human NR3A ligand-binding domain. NR3A LBD differential scanning fluorimetry, Tm shift; 0% = protein alone, 100% = glycine-bound protein. AID 1259313. Tm shift relative to glycine control, % at 25 µM. 2.5% of 340,000 active;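 active means melting temperature shift of at least 10% of the positive control shift, at one fixed dose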
# tim23-1 inh – inhibits growth of tim23-1 mutant yeast; S. cerevisiae tim23-1 growth, BacTiter-Glo luminescence, 24 h; inhibition, % at 20 µM; 1.3% of 330,000 active;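 active means growth inhibition of the mutant yeast at or above 50%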;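 further: temperature-sensitive mutant grown at 25 °C; plate controls were DMSO-treated mutant yeast for no effect and medium wells lacking yeast for full effect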
# * = called active by the depositor.
SMILES,TIM10 inh,APJ agonist,UPR CHOP act,tim10-1 inh,NLRP3 yeast inh,Mdm2 MdmX PPI,XBP1 UPR activ,NR3A LBD binder,tim23-1 inh
CCCCN1C2=C(C(=O)CC(C)(C)C2)C(c2ccccc2)C2=C1c1ccccc1C2=O (centres undefined),2,-6,-0.3,18,22,17,0,0,23
O=[N+]([O-])c1ccc(O)c(P(=O)(c2ccccc2)c2ccccc2)c1,9,-3,2.4,23,16,20,-1,2,20
CCN1CCN(Cc2cccc(Oc3ccccc3)c2)CC1,-6,3,-1.2,0,34,-32,3,-1,-1
Cc1ccc(OCC(=O)Nc2ccc(NC(=O)c3ccccc3)c(C)c2)cc1,-13,4,0.7,-16,13,1,-4,-8,-2
Cc1ccc(S(=O)(=O)Nc2ccc3c(c2)n(C)c(=O)n3C)c(C)c1,2,1,-1.4,-5,29,28,-1,0,13
O=C(Nn1cnnc1)c1ccncc1,-3,-6,-0.3,-6,4,-1,-2,0,4
CN(CC(=O)Nc1ccc(Cl)cc1)C(=O)c1cccc(S(=O)(=O)NCc2ccccc2)c1,4,-1,0.0,-9,6,19,-4,-4,2
CCCC(=O)N(c1ccc2oc(=O)sc2c1)S(=O)(=O)c1cccs1,8,-3,0.1,31,-4,10,-3,1,36
Cc1ccc(C2=NC3(CCCCC3)NC2=S)cc1,5,2,8.4,15,18,-22,2,-4,17
O=C(CNC(=O)c1ccccc1F)c1ccc(Br)cc1,13,-5,0.1,0,20,-55,-7,1,19
CCc1ccc(C2=NN(CCC(=O)NCC3CCCO3)C(=O)CC2)cc1 (centres undefined),-9,-4,-1.1,16,5,30,-2,0,8
COc1cccc(CN2C(=O)CCC2(C)C(=O)NCCc2ccc(OC)c(OC)c2)c1 (centres undefined),8,-2,0.2,7,2,14,-5,0,15
COc1ccccc1OCc1ccc(C(=O)N2CCCCC2)o1,3,-4,2.2,14,18,4,3,0,16
CC(C)(C)NCC1(CO)SC(N)=NC1=O (centres undefined),-8,6,1.1,12,3,3,3,-1,7
Cc1ccnc2nc(C(=O)Nc3ccc4c(c3)OCO4)nn12,-3,1,-1.7,-10,21,1,-5,-1,-13
Cc1sc(NC(=O)Cc2ccc3c(c2)OCO3)nc1-c1ccc2c(c1)CCN2C(=O)c1cccc(F)c1,24,2,2.2,16,18,17,-2,-5,28
O/N=C/c1cc(Br)cs1,12,2,0.5,4,49,20,0,-1,11
C#Cc1ccc([C@@H]2C=C(C(=O)Nc3ccccc3)O[C@H](OCC)[C@H]2CCCO)cc1,15,6,5.6,25,3,9,-5,-14,36
Cc1ccc(SCC(=O)OC(C)C(=O)NC2CCCCC2C)c(C)c1 (centres undefined),1,-4,-1.3,25,9,8,-2,2,26
CN(C)C(=O)Cn1cnc2c(cnn2-c2ccccc2Cl)c1=O,-9,-4,0.7,-3,10,-17,-1,0,0
Cc1cccc(NC(=O)/C(C#N)=C\c2cn(CC(=O)O)c3ccccc23)c1,-5,-4,-1.2,3,19,0,-4,0,12
OC1CCCN(CC(O)c2ccccc2)C1 (centres undefined),-6,-2,0.5,-1,13,19,-1,-1,3
Cc1oc2c(C)c3oc(=O)c(CCC(=O)NCCN4CCOCC4)c(C)c3cc2c1C,8,-4,3.2,9,10,-14,-1,1,21
CCCCNC(=O)CCc1nc2cccnc2n1Cc1ccccc1,-2,-1,-2.2,-1,9,5,-2,-1,6
COc1ccc2sc(-c3ccc(N(C)C)cc3)c(C#CCO)c2c1,15,7,3.4,10,6,15,13,-5,17

# Continuation:
SMILES,TIM10 inh,APJ agonist,UPR CHOP act,tim10-1 inh,NLRP3 yeast inh,Mdm2 MdmX PPI,XBP1 UPR activ,NR3A LBD binder,tim23-1 inh
O=C(CSc1nc2ccccc2c(=O)[nH]1)N1CCCCC1,11,-4,5.4,8,-5,17,-1,0,0
CC1(C)CC(=O)C=C(Nc2cccc(Cl)c2Cl)C1,-7,1,-0.8,8,0,-12,-3,1,14
CCOC(=O)Cc1nc(-c2cccc(C(F)(F)F)c2)no1,2,-3,1.2,16,-4,8,-4,-2,15
COc1cc(CN(C)CCc2ccccc2)ccc1OCc1ccccc1,-1,-2,1.5,20,24,22,4,10,9
FC(F)(F)COc1nc(N2CCOCC2)nc(N(c2ccccc2)c2ccccc2)n1,28,-5,3.7,15,16,27,-3,5,32
CCOC(Cn1cc(C)c(=O)[nH]c1=O)OCC,-21,-1,-1.0,8,5,22,-2,-1,1
O=C(NC(=S)Nc1ccc(Cl)cn1)C12CC3CC(CC(C3)C1)C2,31,-2,3.8,40*,-10,-30,5,-1,24
CN(C(=O)COC(=O)c1nn(C)c(=O)c2ccccc12)c1c(N)n(Cc2ccccc2)c(=O)[nH]c1=O,-7,1,0.3,-21,8,15,-3,-2,-4
O=[N+]([O-])c1ccc(Cl)c2c1C1C=CCC1C(c1ccccn1)N2 (centres undefined),30,5,-0.4,39,-12,-5,0,0,22
O=C(Cc1ccc(Br)c2ccccc12)N/N=C/c1ccccn1,40*,-1,-2.2,41*,7,15,0,-9,7
Cc1cc(CN(C)C)c(O)c(C2(C)CCCCC2)c1,-19,-4,-1.5,1,-7,20,0,0,-2
S=C(Nc1ccc(Cl)cc1Cl)N1CCCCC1,14,-2,-1.1,6,3,8,2,-1,21
Cc1ccc2ccc(C(Nc3cccc(C(F)(F)F)c3)c3cccnc3)c(O)c2n1 (centres undefined),7,-6,0.9,-17,30,7,-1,-13,20
O=C1CCOc2cc(OCc3ccccc3)ccc21,8,-3,-3.8,20,40,-107,-2,1,5
Cc1csc(SCC(=O)NC(=O)Cc2ccccc2)n1,-4,0,-1.8,16,4,12,-2,-2,12
Cc1cccc(C)c1NC(=O)c1ccc([N+](=O)[O-])s1,59*,3,0.3,66*,-11,-7,-1,-1,-83
COc1cc2c(cc1OC)CN(C(=O)CCOc1ccccc1)CC2,9,-1,-0.2,-8,20,18,3,-6,13
C=CCNC(=S)Nc1cccc(N)c1,-1,-4,-0.5,7,22,13,-8,0,3
O=C(Nc1ccc(F)cc1)c1cc2ccccc2o1,3,-3,4.5,8,24,-79,-1,-9,12
CCOc1ccc(Br)cc1S(=O)(=O)Nc1ccc(NC(=O)c2ccccc2C)cc1,9,-1,3.0,8,20,5,-2,-4,0
CN(C(=O)Cc1c(C(=O)O)n(C)c2ccccc12)c1ccc(Cl)cc1,-9,-5,2.8,8,-7,17,0,-2,0
Nc1nc(N)nc(-c2cc(O)ccc2O)n1,-1,0,0.6,8,18,88*,-1,1,9
CN1CCN(c2ccc(NC(=S)NC(=O)c3cccc4c(Cl)cccc34)cc2)CC1,20,1,-0.7,9,41,30,5,-1,31
Cc1ccc(NS(=O)(=O)c2cc([N+](=O)[O-])ccc2N/N=C/c2sc(N3CCOCC3)nc2-c2ccccc2)c(C)c1,-4,-9,31,4,10,86*,36*,-2,15
COC(=O)C1=CN(C)C=C(C(=O)OC)C1c1ccc(Cl)cc1Cl,-23,2,4.0,7,-11,68*,16,2,-13

# 4 entries drawn at random from those above:
SMILES,TIM10 inh,APJ agonist,UPR CHOP act,tim10-1 inh,NLRP3 yeast inh,Mdm2 MdmX PPI,XBP1 UPR activ,NR3A LBD binder,tim23-1 inh
CCOC(Cn1cc(C)c(=O)[nH]c1=O)OCC,-21,-1,-1.0,8,5,22,-2,-1,1
Cc1csc(SCC(=O)NC(=O)Cc2ccccc2)n1,-4,0,-1.8,16,4,12,-2,-2,12
O=[N+]([O-])c1ccc(Cl)c2c1C1C=CCC1C(c1ccccn1)N2 (centres undefined),30,5,-0.4,39,-12,-5,0,0,22
Cc1ccc(NS(=O)(=O)c2cc([N+](=O)[O-])ccc2N/N=C/c2sc(N3CCOCC3)nc2-c2ccccc2)c(C)c1,-4,-9,31,4,10,86*,36*,-2,15

# An excerpt from above in order of their number in Mdm2 MdmX PPI, largest number first.
canonical_smiles,TIM10 inh,NLRP3 yeast inh,Mdm2 MdmX PPI,NR3A LBD binder
Nc1nc(N)nc(-c2cc(O)ccc2O)n1,-1,18,88*,1
Cc1ccc(NS(=O)(=O)c2cc([N+](=O)[O-])ccc2N/N=C/c2sc(N3CCOCC3)nc2-c2ccccc2)c(C)c1,-4,10,86*,-2
O=[N+]([O-])c1ccc(Cl)c2c1C1C=CCC1C(c1ccccn1)N2 (centres undefined),30,-12,-5,0

# Further results follow.
SMILES,TIM10 inh,APJ agonist,UPR CHOP act,tim10-1 inh,NLRP3 yeast inh,Mdm2 MdmX PPI,XBP1 UPR activ,NR3A LBD binder,tim23-1 inh
CCc1ccccc1NC(=O)CSc1nc2c(c(-c3ccco3)c1C#N)CCCC2,-30,-1,1.0,9,13,36,4,-1,-18
CCN(CC(=O)Nc1c(F)cccc1F)C(=O)CSCC(=O)Nc1cccc(C)c1,-6,-7,-1.4,-28,0,-5,4,2,-13
COc1cccc(OC)c1C(=O)N1CCN(Cc2ccccc2C(F)(F)F)CC1,3,-4,-0.8,26,6,22,-1,0,32
Cc1ccc(NC(=O)C2CCN(S(=O)(=O)c3cccc4cccnc34)CC2)nc1,4,-3,1.1,4,5,19,-1,1,9
CC1CCN(c2ccc(C=O)o2)CC1,-3,-2,1.7,22,2,-8,-2,0,-1
CCn1c(O)c(N=NC(=O)CNC(=O)/C=C/c2ccco2)c2ccccc21,-11,1,-1.2,2,35,-4,0,-1,15
CC(NC(=O)C1CCCO1)c1ccccc1 (centres undefined),-14,1,-0.1,17,20,20,-3,-1,14
CCCc1nc(SCC(=O)Nc2ccc(N3CCOCC3)cc2)c2ccccc2n1,24,0,1.0,20,10,41,0,1,13
COc1cc(/C=C/CO)cc(OC)c1O[C@@H]1O[C@H](CO)[C@@H](O)[C@H](O)[C@H]1O,-5,0,-1.8,-3,17,16,0,1,3
Cn1ncc(Cl)c1C(=O)Nc1cccc(Cl)c1,19,-7,-1.5,47*,17,26,0,1,29

# Whole records as entered above:
# Cc1ccc(C2=NC3(CCCCC3)NC2=S)cc1 is entered as TIM10 inh: 5; APJ agonist: 2; UPR CHOP act: 8.4; tim10-1 inh: 15; NLRP3 yeast inh: 18; Mdm2 MdmX PPI: -22; XBP1 UPR activ: 2; NR3A LBD binder: -4; tim23-1 inh: 17
# OC1CCCN(CC(O)c2ccccc2)C1 (centres undefined) is entered as TIM10 inh: -6; APJ agonist: -2; UPR CHOP act: 0.5; tim10-1 inh: -1; NLRP3 yeast inh: 13; Mdm2 MdmX PPI: 19; XBP1 UPR activ: -1; NR3A LBD binder: -1; tim23-1 inh: 3
